# Screening data as filed in PubChem BioAssay.
# BH1578 lux ind – inducers of Vibrio cholerae quorum light production without autoinducers, primary screen, BH1578 luxS cqsA deficient, single point | V. cholerae BH1578 lux reporter, luminescence, 6 h | activation, % at 18.7 µM | hit rate 0.16% among 350,000 | AID 588436, 2011; in the data active = activation mostly above about 9.7%, no sharp cut-off; also: not every result past the cut was called active; inactives centre near 0; reference of the scale not given here
# GDH-TPI counter – GDH-TPI coupling enzyme inhibitors, primary screen, artefact control for M. tuberculosis FBA inhibitor project, biochemical, absorbance, full deck; GDH-TPI coupled enzyme counterscreen, NADH absorbance; inhibition, % at 4.8 µM; hit rate 1.2% among 360,000; AID 588335, 2011; in the data active = inhibition above about 30%;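 also: 0% = DMSO wells and 100% = wells lacking the enzyme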
# Mtb FBA inh – Mtb FBA enzyme inhibitors, primary screen, biochemical, fluorescence, strain H37Rv; Fructose-bisphosphate aldolase (Mycobacterium tuberculosis (strain ATCC 25618 / H37Rv)), …; purified M. tuberculosis FBA, fluorescence read-out; inhibition, % at 1 µM; hit rate 2.3% among 360,000; AID 588726, 2011; in the data active = inhibition above about 27%;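 also: 0% = vehicle and 100% = reference inhibitor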
# Target sequence (P9WQA3 whole entry, looked up): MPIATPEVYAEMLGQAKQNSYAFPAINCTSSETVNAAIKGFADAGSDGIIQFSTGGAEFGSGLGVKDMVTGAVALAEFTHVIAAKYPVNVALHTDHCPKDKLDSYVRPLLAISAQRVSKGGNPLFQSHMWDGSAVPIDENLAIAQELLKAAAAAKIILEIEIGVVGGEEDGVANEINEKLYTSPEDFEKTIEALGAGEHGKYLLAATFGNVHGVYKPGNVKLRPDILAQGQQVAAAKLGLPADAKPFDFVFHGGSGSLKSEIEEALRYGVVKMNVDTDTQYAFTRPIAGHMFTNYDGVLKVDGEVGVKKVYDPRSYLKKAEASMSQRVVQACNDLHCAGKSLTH
# TcdB GH inh – TcdB glycohydrolase inhibitors, primary screen, biochemical, single point, plate reader; TcdB glycohydrolase enzymatic assay; Toxin B (Clostridioides difficile), P18177; AID 652162, 2013; inhibition, % at 9.99 µM; hit rate 0.24% among 350,000; in the data active = inhibition above about 10%
# Mtb BioA inh – M. tuberculosis BioA enzyme inhibitors, primary screen, biochemical, plate reader, single point, HTS | purified M. tuberculosis BioA enzyme | inhibition, % at 9.99 µM | hit rate 0.096% among 360,000 | AID 602481, 2012; in the data active = inhibition above about 40%
# FadD28 binding – inhibitors of FadD28 bisubstrate probe binding, primary screen, biochemical, fluorescence polarization, single point. hit rate 0.22% among 360,000. AID 588549, 2011. inhibition, % at 12.5 µM; in the data active = inhibition above about 8.5%, passing the limit was not always enough
# Y pestis TopoI – Yersinia pestis topoisomerase I inhibitors, primary screen, biochemical, cleavage product accumulation, plate reader, single point; DNA topoisomerase I (Yersinia pestis CO92); activity, % at 10 µM; Y. pestis Topo-I cleavage product accumulation; hit rate 0.064% among 360,000; in the data active = activity above about 50%, passing the limit was not always enough; also: inactives centre near 2
# PfHsp40 yeast – rescue of yeast from PfHsp40 toxicity, primary screen, S. cerevisiae, ATP luminescence; S. cerevisiae expressing PfHsp40, growth rescue; growth rescue, % at 12.5 µM; hit rate 0.68% among 340,000; AID 504582, 2011; in the data active = growth rescue above about 28%, passing the limit was not always enough;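 also: yeast W303a lacking pdr1 and pdr3 grown in galactose medium; growth measured after three days at 30 °C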
# UGM FP inh – M. tuberculosis UGM enzyme inhibitors, primary screen, biochemical, fluorescence polarization, single point; hit rate 0.06% among 320,000; AID 504406, 2011; purified UGM, fluorescence polarization probe displacement; inhibition, % at 10 µM; in the data active = inhibition above about 10%, passing the limit was not always enough
# Target sequence (P9WIQ1 whole entry, looked up): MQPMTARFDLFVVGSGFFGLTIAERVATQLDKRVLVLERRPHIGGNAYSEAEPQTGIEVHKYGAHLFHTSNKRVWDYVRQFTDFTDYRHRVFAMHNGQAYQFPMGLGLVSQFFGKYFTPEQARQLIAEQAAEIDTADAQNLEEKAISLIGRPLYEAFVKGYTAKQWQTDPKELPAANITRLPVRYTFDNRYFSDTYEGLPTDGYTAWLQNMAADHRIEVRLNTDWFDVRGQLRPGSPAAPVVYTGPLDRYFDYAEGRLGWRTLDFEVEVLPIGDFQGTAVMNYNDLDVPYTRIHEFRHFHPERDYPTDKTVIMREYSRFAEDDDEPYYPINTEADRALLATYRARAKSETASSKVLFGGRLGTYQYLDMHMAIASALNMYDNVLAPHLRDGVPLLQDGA
# * marks the source's active call; other numbers are inactive results; i = inactive; . = not tested or not shown; + = active, no number; & = joins results of further samples.
SMILES,BH1578 lux ind,GDH-TPI counter,Mtb FBA inh,TcdB GH inh,Mtb BioA inh,FadD28 binding,Y pestis TopoI,PfHsp40 yeast,UGM FP inh
Clc1nnc(N2CCCCC2)c2ccccc12,-0.4,-2,-1,-6.3,0.3,-3.3,9,0.4,2.8
Cc1cccn2c(=O)c3cc(C(=O)NCc4ccco4)c(=N)n(C(C)C)c3nc12,-4.2,4,+,.,3.3,-1.6,12,-2.1,2.1
CC(=O)c1cccc(Oc2ncccn2)c1,i,-1,5,-0.3,0.7,2.0,-1,0.0,-2.5
ON1C2CCCCC2N(O)C1c1ccccc1 (stereo unspecified),-1.8,-6,-3,1.6,2.4,-3.3,0,1.0,1.2
CCc1nc(SCC(=O)Nc2ccc([N+](=O)[O-])cc2)n[nH]1,-0.1,10,-1,0.1,0.8,-2.7,0,-0.1,-0.5
CCC(C)(C)NC(=O)C(c1ccc(OC)cc1)N(C(=O)CCC(=O)Nc1cc(C)on1)c1ccc(OC)c(OC)c1 (stereo unspecified),-0.2,-4,0,0.1,2.0,0.6,17,-0.4,-2.2
CSCc1ccc(C(=O)OCC(=O)NC2CCCC2)o1,i,12,3,0.2,0.8,-2.2,-4,.,.
CCN1C(=O)c2ccccc2S(=O)c2ccc(C(=O)NCCCN3CCCC3=O)cc21 (stereo unspecified),-0.2,1,5,-3.7,0.4,1.0,-5,0.9,-1.5
Cc1oc(C(C)(C)C)cc1C(=O)Nc1cccc(C(=O)O)c1,-0.9,8,3,.,.,-1.1,4,0.8,-0.7
O=c1oc2ccccc2cc1-c1nc2c(s1)CCCC2,-1.0,13,139*,1.6,0.5,0.5,5,0.3,0.5
COc1ccccc1NC(=O)c1ccc(NC(=O)CN2CCN(C(=O)c3ccco3)CC2)cc1,-0.3,2,0,0.4,.,-0.9,26,-0.8,-1.6
FC(F)Oc1ccc(/C=N/c2c(-c3ccc(OC(F)F)cc3)nc3n2CCS3)cc1,-3.4,9,3,.,-2.3,-2.5,6,0.1,-0.3
CCCCc1c(O)nc(SCC(=O)N2CCCCCC2)[nH]c1=O,-0.3,-8,1,1.1,0.6,-2.1,-1,0.8,3.2
COc1ccc(C(CNC(=O)COc2ccccc2C)N2CCCC2)cc1 (stereo unspecified),i,0,-1,1.8,-1.0,-0.8,17,-1.5,1.0
Cc1ccc(Nc2nc(Oc3ccc(=O)[nH]n3)nc(N(C)C)n2)cc1,0.7,2,3,.,-0.8,-0.6,9,-0.7,-2.5
COC(=O)[C@]1(Cc2ccccc2)N[C@H](c2ccc(-c3ccc(Cl)c(Cl)c3)cc2)[C@@H]2C(=O)N(C)C(=O)[C@@H]21,5.0,17,-2,2.8,-1.6,-3.4,38,2.1,-0.7
CC(C)CCOC(=O)C[N+](C)(C)CCOC1CC2CCC1(C)C2(C)C (stereo unspecified),0.2,2,-2,2.0,.,-1.0,3,-1.1,0.2
Cc1ccc(NC(=O)CSCC(=O)NC2=NCCS2)cc1,i,4,2,1.2,-1.0,0.5,3,-1.4,-2.2
COc1ccc([C@@H]2C[C@H]3[C@@H](CN2S(=O)(=O)c2ccccc2)C(=O)C[C@@H](c2ccccc2F)N3S(=O)(=O)c2ccc(C)cc2)cc1,-0.4,0,-2,1.1,-1.9,0.3,23,.,.
CCCCc1cc(=O)oc2cc(OCC(=O)NCC3CCC(C(=O)O)CC3)ccc12 (stereo unspecified),-0.3,11,21,-0.3,-1.3,0.0,8,0.8,-0.9
CS(=O)(=O)Nc1cccc(C(=O)CC2(O)C(=O)Nc3ccc(Br)cc32)c1 (stereo unspecified),i,1,1,.,-4.3,-2.0,-2,0.1,0.8
COC(=O)c1ccc(NC(=O)c2cc3c(CO)cnc(C)c3oc2=Nc2cccc(C(N)=O)c2)cc1,8.3,8,8,0.4,-2.1,-0.8,0,-1.0,0.3
CC1CCCC(C)N1C(=O)c1ccc(S(=O)(=O)N2CCCC2)cc1 (stereo unspecified),-2.1,-2,-2,1.6,-0.8,-2.3,-8,0.2,-3.3
O=C(NCCc1ccccc1C(F)(F)F)C1CCC(=O)N(C2CC2)C1 (stereo unspecified),i,-2,4,1.5,-1.0,0.1,2,-0.4,-2.5
CC(C)(C)OC(=O)N[C@@H](C(=O)OC(C)(C)C)c1ccc2ccccc2c1,i,-9,-2,1.5,-0.9,-2.7,1,0.3,1.1
CCOC(=O)c1ccc(N2C(=O)CC(Nc3ccc(O)cc3)C2=O)cc1 (stereo unspecified),3.7,3,0,6.2,.,-0.3,-7,-0.2,-0.8
CCc1cccc(NC(=S)N(CCN(C)C)C(C)c2ccncc2)c1 (stereo unspecified),i,5,-1,1.0,0.9,-3.8,14,-1.6,-2.7
O=c1cnc2cc([N+](=O)[O-])ccc2[nH]1,i,14,-2,-1.7,.,-2.9,0,-0.1,-1.2
CCOC(=O)C1(C#N)C(=O)CSC1=Nc1ccccc1Cl (stereo unspecified),i,8,-1,1.4,-1.2,-1.3,4,.,.
CCCCC(=O)NC(c1ccc(N(C)C)cc1)c1ccc2cccnc2c1O (stereo unspecified),i,8,3,-0.3,0.3,1.9,-7,509*,4.1
COc1ccc(NC(=O)CN(C)C(=O)CNC(=O)c2ccc(C)s2)cc1,-2.2,-1,0,0.9,0.2,-3.1,-7,1.0,0.3
Cc1cc(=O)oc2cc(NC(=O)c3cccc(F)c3)ccc12,i,2,1,0.0,1.0,-0.2,9,-0.5,-0.2
CCOC(=O)C1CCN(S(=O)(=O)c2ccc3oc(=O)ccc3c2)CC1,i,0,2,0.0,-1.5,-1.6,-3,-0.6,0.4
Cn1c(=O)[nH]c(=O)c2c1nc(SCCN1CCCCC1)n2Cc1ccccc1,i,9,1,.,-1.5,-2.5,15,0.3,1.8
Cc1ccc(-c2cc(C(=O)N/N=C/c3ccc([N+](=O)[O-])o3)c3ccccc3n2)o1,i,25,6,2.5,-1.1,-4.2,-1,-0.7,-1.6
Cc1ccccc1-n1c(SCC(=O)N(C)C2CCS(=O)(=O)C2)nnc1-c1ccncc1 (stereo unspecified),-0.3,-3,3,-0.2,2.1,-1.2,5,0.0,3.3
CNC[C@H]1Oc2cc(Br)ccc2S(=O)(=O)N([C@@H](C)CO)C[C@@H]1C,i,-1,-2,1.2&0.3&-0.2,0.6&0.4&3.1,-3.7,7,.,.
CC(NC(=O)CN(C)S(=O)(=O)c1cccc2nsnc12)c1ccccc1 (stereo unspecified),-0.4,12,0,1.6,0.7,0.2,-4,1.0,1.6
Cc1cccc(NC(=O)CCn2nc(C)cc2C)c1,i,-4,0,.,-0.8,-3.4,4,-0.2,-0.5
Cc1ccc(C)c(-n2cc[nH]c2=S)c1,-0.4,-2,1,.,.,-2.3,0,1.3,-1.6

# Entries listed so far containing a COOH group:
SMILES,BH1578 lux ind,GDH-TPI counter,Mtb FBA inh,TcdB GH inh,Mtb BioA inh,FadD28 binding,Y pestis TopoI,PfHsp40 yeast,UGM FP inh
Cc1oc(C(C)(C)C)cc1C(=O)Nc1cccc(C(=O)O)c1,-0.9,8,3,.,.,-1.1,4,0.8,-0.7
CCCCc1cc(=O)oc2cc(OCC(=O)NCC3CCC(C(=O)O)CC3)ccc12 (stereo unspecified),-0.3,11,21,-0.3,-1.3,0.0,8,0.8,-0.9

# (next part)
SMILES,BH1578 lux ind,GDH-TPI counter,Mtb FBA inh,TcdB GH inh,Mtb BioA inh,FadD28 binding,Y pestis TopoI,PfHsp40 yeast,UGM FP inh
CC(C)c1onc(C(=O)NCc2cccs2)c1[N+](=O)[O-],-3.6,-3,-3,-0.1,.,-2.0,0,0.7,-1.1
Cc1ccc(S(=O)(=O)N2CC(O)C[C@H]2C(=O)OCC(=O)N2CCN(c3ccc(F)cc3)CC2)cc1C (stereo partly specified),1.8,-6,2,0.5,-0.4,1.3,12,1.5,.
CC(C)(C)C1CCC(=NNC(=O)C2COc3ccccc3O2)CC1 (stereo unspecified),-1.2,-9,-1,0.8,3.8,.,3,-1.0,-3.3
O=C(Nc1ccc(Br)c(Cl)c1)c1ccco1,.,12,-1,.,4.8,-10,-13,-1.1,2.6
O=C(/C=C/Sc1ccccc1)c1ccc(Cl)cc1,-0.8,4,1,.,.,-1.7,-6,-2.3,0.2
CCCCNS(=O)(=O)c1ccc(S(=O)(=O)N2CCC3(CC2)OCCO3)cc1,i,-6,-1,.,.,-2.0,-1,3.1,2.0
CCCCCCn1c(=O)c(F)cn(Cc2ccc(OC)c([N+](=O)[O-])c2)c1=O,.,5,-3,.,2.7,-5.0,8,2.5,-1.1
COc1cc(NS(=O)(=O)c2cccc3nsnc23)c(C(=O)O)cc1OC,-0.6,11,-2,.,-1.1,-2.4,2,0.4,.
O=C(COc1ccccc1Cl)Nc1nc(-c2cccs2)cs1,1.0,2,-1,.,-0.5,-2.8,-2,3.2,2.7
O=C(CN1C(=O)C2(OCCO2)c2ccccc21)c1ccc(F)cc1,-12,10,4,.,-0.4,-2.4,-3,0.0,2.9
O=C(NNC(=O)c1cccc(-n2cnnn2)c1)c1ccccc1,-1.4,2,-1,-0.2,.,-2.2,-3,-0.1,-0.4
O=C(Cc1nc2ccccc2[nH]c1=O)c1ccc(Cl)cc1,-0.5,9,-4,0.2,.,0.1,-2,1.4,-0.6
Cc1nc(C)c(C(=O)Nc2cccc(C)c2C)s1,-0.4,4,3,0.5,.,-0.8,-9,-2.0,-1.4
COc1cccc(/C=C/C(=O)N2CCN(S(=O)(=O)c3ccccc3)CC2)c1,i,10,14,-11,-0.4,-5.2,15,.,.
COc1ccc(-n2ncc3c(N4CCN(c5cc(C)ccc5C)CC4)ncnc32)cc1,-0.2,8,2,1.3,-1.4,0.2,4,2.8,0.0
O=C(NCc1cccc(C(F)(F)F)c1)N1CCN(S(=O)(=O)c2ccccc2F)CC1,-0.3,1,1,1.8,-0.2,-6.2,19,1.8,-2.1
COc1cc2c(cc1OC)C(C)N(C(=O)c1c(-c3ccccc3)noc1C)CC2 (stereo unspecified),-0.4,-2,4,0.0,-0.9,-1.1,-10,2.2,-3.4
Cn1c(=O)c2[nH]c(C3CCCC3)nc2n(C)c1=O,i,0,2,-1.9,0.4,-1.4,4,-1.8,-2.7
CCN(CC(=O)NCc1ccc(Cl)cc1)C(=O)CSc1cc(C)ccc1C,4.0,3,-3,-4.4,2.9,-4.7,21,0.0,-0.8
COc1ccc(Cn2nnc3c(=O)[nH]c(C4CCN(S(=O)(=O)c5ccc(C)cc5)CC4)nc32)cc1,i,9,2,1.5,0.0,-1.8,14,0.0,-0.5

# Reformatted: entries from further up
> ON1C2CCCCC2N(O)C1c1ccccc1 (stereo unspecified)
  BH1578 lux ind = -1.8
  GDH-TPI counter = -6
  Mtb FBA inh = -3
  TcdB GH inh = 1.6
  Mtb BioA inh = 2.4
  FadD28 binding = -3.3
  Y pestis TopoI = 0
  PfHsp40 yeast = 1.0
  UGM FP inh = 1.2

> CCCCNS(=O)(=O)c1ccc(S(=O)(=O)N2CCC3(CC2)OCCO3)cc1
  BH1578 lux ind = i
  GDH-TPI counter = -6
  Mtb FBA inh = -1
  TcdB GH inh = .
  Mtb BioA inh = .
  FadD28 binding = -2.0
  Y pestis TopoI = -1
  PfHsp40 yeast = 3.1
  UGM FP inh = 2.0

# Next records:
SMILES,BH1578 lux ind,GDH-TPI counter,Mtb FBA inh,TcdB GH inh,Mtb BioA inh,FadD28 binding,Y pestis TopoI,PfHsp40 yeast,UGM FP inh
Cc1ccc(S(=O)(=O)NC(=O)c2cccc(C)c2)cc1,-0.4,-6,-3,0.1,-1.5,-2.1,6,1.0,1.3
O=C(O)c1ccc(-n2c(/C=C/c3ccccc3)nc3ccccc3c2=O)cc1,i,26,3,1.0,0.5,-1.1,-1,1.4,-0.3
CC(C)c1ccc(NC(=S)NNC(=O)c2cccs2)cc1,-0.2,7,2,0.4,.,1.1,3,8.2,2.2
CCc1ccc(-n2c(O)c(/C=N/NC(=O)c3ccncc3)c(=O)[nH]c2=O)cc1,-0.2,21,5,.,.,0.5,0,0.9,-0.2
